a7 integrin act: activators of alpha7 integrin expression for muscular dystrophy; alpha7betagal myoblasts, beta-gal FDG fluorescence, 48 h; Potency, µM (top dose mostly 38.3 µM), for the others: top-dose activation, actives largely listed as activators; actives 0.064% (n = 350,000);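 note: potency is the fitted concentration of half-maximal effect; 100% = response of the positive control SU9516; nearly all actives have a fitted effect of over 60% in size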
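alpha7betagal+/- myoblasts (passage 13, 250/well) treated 48 h at 37C with compounds at 1:260 dilution of DMSO stock. Lysed, then beta-galactosidase activity read as FDG fluorescence (ex 480/em 540) after 30 min, with pre-read for autofluorescence.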
MLL CXXC-DNA inh: MLL CXXC-DNA interaction inhibition. Q03164. MLL-CXXC / FITC-HOXA9 DNA fluorescence polarization. Potency, µM (top dose mostly 115 µM), inactives show top-dose activity change, negative = inhibition, usual class: inhibitors. actives 0.037% (n = 290,000); active = well fitted inhibition curve with a large enough effect in the polarisation, with a control signal flat, not every such curve was filed as active; inconclusive = small, poorly fitted or top-dose-only effect, or effect the other way, or a change in a side signal; inactive = no such curve, though single readings can be large or run the other way; the % refers to the polarisation; note: potency is the fitted concentration of half-maximal effect
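Purified MLL-CXXC (added from a 7 uM solution) was preincubated 5 min at ambient with pinned compounds in 50 mM Tris-HCl pH 7.5, 50 mM NaCl, 1 mM DTT, 0.05% BSA. Fluorescein-labeled HOX-A9 DNA (50 nM solution) followed, 30 min, then polarization read.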
KCNH2 3.1 inh: inhibitors of human KCNH2 3.1 potassium channel isoform | actives 0.95% (n = 340,000) | activity change, % (tested at about 1.8 µM) | AID 720553 | U2OS KCNH2 3.1, thallium flux FluxOr; stronger effect = lower value;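 active = maximum activity change below -70%; inconclusive = maximum activity change from -70% to -50%; inactive = maximum activity change above -50%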;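 note: thallium influx rate constant from kinetic fluorescence after stimulation buffer; % is set by controls: 0 for no effect and ±100 for the full control effect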
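FluxOr-based Tl+ influx in U2OS cells transduced with KCNH2 3.1 virus; rate constants normalized to DMSO controls.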
ASM inhibitor: human S-ASM enzyme inhibition. actives 0.006% (n = 340,000). Potency, µM (doses to about 57.5 µM), for inactives: at the highest dose activity change, negative = inhibition, usual class: inhibitors. P17405. AID 504937. placental ASM, HMU-PC fluorogenic substrate, 60 min; note: potency is the fitted concentration of half-maximal effect
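HMU-PC0 cleavage (9 uM final) by human placental ASM, 60 min at 37 °C following 10 min compound exposure at RT; stopped at pH 10, fluorescence Ex 386/Em 447 nm.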
hERG WT inh: blocks the wildtype human KCNH2 potassium channel; activity change, % at 1.84 µM; U2OS, BacMam KCNH2, thallium flux FluxOr; stronger effect = lower value; actives 0.37% (n = 340,000); Q12809; AID 720551;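 active = maximum activity change below -70%; inconclusive = maximum activity change between -70% and -50%; inactive = maximum activity change above -50%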; note: % is set by controls: 0 for no effect and ±100 for the full control effect
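U2OS cells transduced with wild-type KCNH2 virus are loaded with FluxOr dye for 45 min, and thallium flux is measured in kinetic reads before and after stimulation buffer. Rate constants are normalized to DMSO controls.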
GALK inhibitor: blocks human galactokinase activity; actives 0.007% (n = 270,000); Potency, µM (titrated, usually from 57.5 µM), without a hit: top-dose activity change, negative = inhibition, hits mostly inhibitors; Purified GALK, Kinase-Glo residual ATP luminescence; P51570; AID 1868; note: potency is the fitted concentration of half-maximal effect; % is set by controls: 0 for no effect and ±100 for the full control effect
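Compounds were pin-transferred into ATP buffer (35 uM final), then GALK plus galactose (5 nM, 100 uM final) was added. After 1 h at room temperature, Kinase-Glo Plus was added and luminescence read after 10 min.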
TRPV1 agonist: activates the human vanilloid receptor TRPV1. Q8NER1. TRPV1-expressing cells, Fluo-8 calcium influx, agonist mode. activation, % at 8.33 µM. actives 0.19% (n = 320,000); in the data active = activation above about 80%; inconclusive = between about 30% and that limit; note: 0% is about no effect
Target sequence (Q8NER1 whole entry, looked up): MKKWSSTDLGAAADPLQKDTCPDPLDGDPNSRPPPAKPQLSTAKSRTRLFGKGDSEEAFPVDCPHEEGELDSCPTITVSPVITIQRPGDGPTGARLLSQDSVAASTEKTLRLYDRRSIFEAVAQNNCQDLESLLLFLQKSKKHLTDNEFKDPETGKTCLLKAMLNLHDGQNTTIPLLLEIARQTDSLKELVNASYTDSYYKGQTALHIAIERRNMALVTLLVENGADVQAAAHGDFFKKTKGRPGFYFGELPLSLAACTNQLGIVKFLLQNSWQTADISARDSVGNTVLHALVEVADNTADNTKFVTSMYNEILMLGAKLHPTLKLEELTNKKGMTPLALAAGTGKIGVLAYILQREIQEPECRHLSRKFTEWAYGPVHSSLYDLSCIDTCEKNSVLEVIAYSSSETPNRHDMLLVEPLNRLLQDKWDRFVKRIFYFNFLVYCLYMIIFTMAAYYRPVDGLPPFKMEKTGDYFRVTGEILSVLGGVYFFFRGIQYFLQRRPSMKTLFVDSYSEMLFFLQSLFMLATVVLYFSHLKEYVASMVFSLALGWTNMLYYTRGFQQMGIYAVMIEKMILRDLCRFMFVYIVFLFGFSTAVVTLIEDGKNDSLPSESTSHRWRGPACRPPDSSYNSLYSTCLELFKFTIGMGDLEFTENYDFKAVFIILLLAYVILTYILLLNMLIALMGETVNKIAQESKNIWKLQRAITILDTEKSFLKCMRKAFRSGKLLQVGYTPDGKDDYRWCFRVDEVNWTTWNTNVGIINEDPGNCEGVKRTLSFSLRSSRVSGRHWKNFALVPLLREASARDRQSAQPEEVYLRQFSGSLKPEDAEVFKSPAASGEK
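Fluo-8 calcium influx in TRPV1-expressing cells, kinetic read (ex 480/em 520 nm). Compound added and read 3 min for agonist activity, followed by capsaicin at EC20 final and 2 min further read for enhancement.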
A-T KAP1 phos: potential ataxia-telangiectasia treatments restoring KAP-1 phosphorylation; actives 0.19% (n = 320,000); Potency, µM (doses to about 57.5 µM), for inactives: at the top dose activation, hits mostly activators; […] A-T fibroblasts, KAP-1 phosphorylation AlphaLISA; neocarzinostatin DNA damage 30 min before lysis; note: potency is the fitted concentration of half-maximal effect; % of control where 0% means no effect; nearly all actives have a fitted effect of over 45% in size
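hTERT-immortalized A-T patient fibroblasts ([…]), 500 cells/well in OPTI-MEM, 1% FBS, got compounds for 60 min, then NCS for 30 min at 37C. Lysates were then assayed for phospho-KAP-1 by AlphaLISA (anti-pKAP1 donor, anti-KAP1 acceptor beads), 6 hr at 25C.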
Coupling enz: inhibits coupling enzyme system, counter-screen for aldolase hits | coupling enzyme system counterscreen, AmpLite Red fluorescence | activity change, negative = inhibition, % at 58.2 µM, hits read low | actives 0.67% (n = 290,000) | AID 2472; in the data active = activity change below about -30%; note: % is set by controls: 0 for no effect and ±100 for the full control effect
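Activity here indicates interference with the coupling reaction, not aldolase inhibition. Compounds at 57.5 uM final met coupling enzymes for 10 min at RT; substrate and AmpLite Red detection followed, with a 525/598 nm fluorescence read after 20 min.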
MBNL1 CUG block: inhibitors of human MBNL1 binding to CUG repeat RNA. Q9NR56. TR-FRET MBNL1-His/biotin-(CUG)12 binding, 665/545 ratio. Potency, µM (highest dose often 57.5 µM), without a hit: at the top dose activity change, negative = inhibition, actives largely listed as inhibitors. actives 0.036% (n = 280,000). AID 2675; active = well fitted inhibition curve with a large enough effect in the signal ratio, with a control signal flat, not every such curve was filed as active; inconclusive = small, poorly fitted or top-dose-only effect, or effect the other way, or a change in a side signal; inactive = no such curve, though single readings can be large or run the other way; the % refers to the signal ratio; note: potency is the fitted concentration of half-maximal effect; % is set by controls: 0 for no effect and ±100 for the full control effect
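Inhibition of protein-RNA binding appears as loss of TR-FRET between terbium anti-His antibody on MBNL1-His and streptavidin-XL665 on biotin-(CUG)12. Activity is normalized to buffer-only and uninhibited-complex controls.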
An asterisk follows results filed as active; ? = inconclusive; . = no result given; [ ] = another dose, or the depositor's remark. Unless noted, calls come from the whole dose curve; as a rule, active = well fitted curve in the direction sought with a large enough effect; inconclusive = small, poorly fitted or top-dose-only effect, or another doubt; inactive = no such curve, though single readings can be large; an effect the other way counts as inactive or inconclusive.

structure	a7 integrin act	MLL CXXC-DNA inh	KCNH2 3.1 inh	ASM inhibitor	hERG WT inh	GALK inhibitor	TRPV1 agonist	A-T KAP1 phos	Coupling enz	MBNL1 CUG block
COc1ccc(C(CNS(=O)(=O)c2ccc(NC(C)=O)c(OC)c2)N2CCCC2)cc1 (configuration not stated)	-1%	.	-4	3%	-7	.	.	9%	.	.
COc1ccc(C)cc1NC(=O)CSc1nnc(CC(=O)Nc2ccccc2C)n1C	-16%	0%	-6	-1%	-9	-2%	-1	-3%	3	1%
CC(=O)N1CCOc2cc(S(=O)(=O)NCc3ccc(F)cc3)c(C)cc21	10%	.	-3	4%	5	.	2	22%	1	-9%
O=C(O)c1ccc(/C=C/c2nc3ccccc3c(=O)[nH]2)cc1	?	?	2	2%	-4	0%	-8	?	3	3%
CC(=O)Nc1ccc(NC(=O)CSc2nc3ccccc3nc2N2CCCCC2)cc1	3%	10%	-1	34%	-11	10%	0	-9%	2	-2%
COc1ccccc1C(=O)NCC(=O)N/N=C/c1cc(Br)ccc1OCc1ccccc1	-31%	9%	-14	-9%	17	.	9	2%	-8	-13%
O=C(COC(=O)CNC(=O)c1ccccc1)Nc1ccc(Cl)cc1C(F)(F)F	13%	10%	-16	7%	-4	1%	-2	-3%	2	-5%
Cc1nc2oc3ccc(F)cc3c(=O)c2cc1C(=O)NC(C)(C)C	7%	-2%	3	-1%	-1	-1%	?	-2%	0	37%[activator]
Cn1c(NC(=O)c2ccccc2)c(-c2ccccn2)c(=O)c2ccccc21	-1%	0%	-18	1%	-10	2%	3	.	0	5%
O=C(Cc1ccc(Cl)cc1)Nc1cccc(C(=O)Nc2ccccc2C(=O)O)c1	-7%	-3%	-3	-4%	1	.	-3	-6%	13	-1%
O=C(CSc1nnnn1-c1ccc2c(c1)OCCO2)OC1CCCCC1	-6%	12%	9	-3%	-3	1%	?	6%	-2	-2%
COC(=O)c1c(NC(=O)c2cccc(N3C(=O)CCC3=O)c2)sc2c1CCN(C(C)=O)C2	-5%	12%	-12	2%	-4	-2%	1	-4%	.	16%
CC(C)(C)Nc1nc2cc([N+](=O)[O-])ccc2o1	-2%	-8%	-9	1%	-16	-2%	-1	-19%	-2	?
COc1ccc(Cl)c2sc(N(CCN(C)C)C(=O)C3=COCCO3)nc12	-1%	.	6	-3%	-4	.	.	.	.	.
CC1=C(C)CC(C(=O)Nc2ccc(C(N)=O)cc2)C(C(=O)O)C1 (configuration not stated)	4%	5%	3	4%	2	-1%	1	2%	-1	-1%
Brc1c(-c2ccccc2)nc2n1Cc1ccccc1-2	-14%	-4%	-9	-6%	-3	0%	11	-46%	-2	0%
CCOC(=O)C1CCCN(C(=O)CCC(=O)Nc2ccc3nc(N4CCOCC4)cc(C)c3c2)C1 (configuration not stated)	-20%	-9%	-13	.	-4	2%	-1	3%	-6	-9%
Cc1c(NC(=O)Nc2cccc(Cl)c2Cl)c(=O)n(-c2ccccc2)n1C	0%	8%	.	-1%	19	3%	-6	2%	3	-6%
CN(Cc1ccccc1)S(=O)(=O)c1ccc(OCC(=O)NCc2ccccn2)cc1	-10%	-4%	3	-4%	3	1%	10	11%	5	4%
CC(C)c1nc(N2CCN(C(=O)c3ccco3)CC2)c2c3c(sc2n1)CCCC3	-42%	-6%	-16	17%	0	-1%	?	-4%	5	9%
COC(=O)c1cccc(-n2c(C)cc(C=O)c2C)c1	-2%	-3%	-11	2%	-15	-1%	-3	1%	6	-10%
Cc1ccc(NCCCCO)cc1C	-30%	4%	14	0%	-7	-1%	8	-10%	2	1%
CCCNS(=O)(=O)c1cccc(C(=O)NC2CCCc3ccccc32)c1 (configuration not stated)	12%	40%[activator]	7	1%	19	1%	2	-1%	-1	-14%
COC(=O)c1c(N2C(=O)[C@H]3[C@@H](C2=O)[C@]2(C(=O)Nc4c(C)cc(C)cc42)N2CCC[C@@H]32)sc(C)c1C	-28%	16%	-6	-3%	-13	-2%	2	1%	-3	4%
CCN1CCC(NC(=O)Nc2ccccc2C(=O)OC)CC1	?	16%	13	2%	.	1%	3	2%	0	-1%
Cc1nnc(SCC(=O)N2CCN(c3ccccc3)CC2)n1-c1ccccc1	8%	-8%	7	-1%	24	-3%	1	-2%	0	-10%
N#Cc1ccc(CSc2nnc3ccccn23)cc1	?	-2%	9	3%	-4	-1%	2	-2%	-2	-2%
Cc1cc2cc(C=C(C#N)C#N)c(Cl)nc2cc1C	-17%	13%	-7	110%[activator]	-3	0%	11	17%	-1	?
CC(=O)Nc1ccc(C(=O)OCC(=O)c2ccc(F)cc2)cc1	5%	-2%	6	1%	-3	2%	-1	9%	2	.
COc1cc([C@@H]2c3cc4c(cc3[C@@H](NC3CCN(Cc5ccccc5)CC3)[C@H]3COC(=O)[C@H]23)OCO4)cc(OC)c1O	.	11%	.	.	.	-1%	2	?	-1	-9%

Part of the list above in order of number of heavy atoms, ascending:
structure	a7 integrin act	MLL CXXC-DNA inh	KCNH2 3.1 inh	ASM inhibitor	hERG WT inh	GALK inhibitor	TRPV1 agonist	A-T KAP1 phos	Coupling enz	MBNL1 CUG block
Brc1c(-c2ccccc2)nc2n1Cc1ccccc1-2	-14%	-4%	-9	-6%	-3	0%	11	-46%	-2	0%
CN(Cc1ccccc1)S(=O)(=O)c1ccc(OCC(=O)NCc2ccccn2)cc1	-10%	-4%	3	-4%	3	1%	10	11%	5	4%
COc1cc([C@@H]2c3cc4c(cc3[C@@H](NC3CCN(Cc5ccccc5)CC3)[C@H]3COC(=O)[C@H]23)OCO4)cc(OC)c1O	.	11%	.	.	.	-1%	2	?	-1	-9%

Arranged by value in MLL CXXC-DNA inh (rising): four from the list above.
molecule | a7 integrin act | MLL CXXC-DNA inh | ASM inhibitor | GALK inhibitor | TRPV1 agonist
CCOC(=O)C1CCCN(C(=O)CCC(=O)Nc2ccc3nc(N4CCOCC4)cc(C)c3c2)C1 (configuration not stated) | -20% | -9% | . | 2% | -1
CC(C)c1nc(N2CCN(C(=O)c3ccco3)CC2)c2c3c(sc2n1)CCCC3 | -42% | -6% | 17% | -1% | ?
Cc1nc2oc3ccc(F)cc3c(=O)c2cc1C(=O)NC(C)(C)C | 7% | -2% | -1% | -1% | ?
Cc1c(NC(=O)Nc2cccc(Cl)c2Cl)c(=O)n(-c2ccccc2)n1C | 0% | 8% | -1% | 3% | -6

(next part)
The line under a structure holds: a7 integrin act, MLL CXXC-DNA inh, KCNH2 3.1 inh, ASM inhibitor, hERG WT inh, GALK inhibitor, TRPV1 agonist, A-T KAP1 phos, Coupling enz, MBNL1 CUG block
CCc1c(C)c(C#N)c2nc3ccccc3n2c1-n1nc(C)cc1C
    2%, -4%, 20, ., -38, ., -7, 0%, 4, ?
Cc1cc(C)c(C#N)c(N2CCN(C(=O)C3COc4ccccc4O3)CC2)n1 (configuration not stated)
    -44%, ., -2, 0%, 0, ., ?, 11%, ., .
CCC(C)/C=C/C1=CC2=C(Cl)C(=O)C3(C)OC(=O)C(C(=O)C(C)C(C)O)C3C2=CO1 (configuration not stated)
    -11%, -18%, 4, 9%, -5, 1%, 0, -12%, 11, 19%
COc1ccc(CCNC2CC(=O)N(N(C)C)C2=O)cc1OC (configuration not stated)
    18%, 15%, 10, 2%, -1, -2%, -1, 3%, 0, -7%
CC(C)n1c(O)c(N=NC(=O)CNC(=O)c2cccnc2)c2ccccc21
    -22%, 2%, 2, -6%, 7, -4%, 9, 4%, ., ?
CCCN1C(=O)CN(C2CCCCCC2)C(=O)C1c1ccc(C)cc1 (configuration not stated)
    -18%, -2%, -9, 7%, 4, -4%, ?, 4%, -1, 5%
CCOC(=O)C1=C(N)Oc2ccc3ccccc3c2C1c1ccc(O)c(OC)c1 (configuration not stated)
    -17%, 12%, 1, -9%, -4, -3%, 23, 1%, -3, 2%
COc1ccc(C(C(=O)NC2CCCC2)N(C(=O)c2csnn2)C2CCCC2)cc1 (configuration not stated)
    -11%, -2%, 21, -4%, 11, 1%, 7, 3%, 1, -5%
O=C(CN1C(=O)NC2(CCCCCC2)C1=O)Nc1ccc(Cl)c([N+](=O)[O-])c1
    8%, ., 2, -6%, 0, ., ., -2%, ., .
Cc1cnc(C(=O)OCc2csc(CC(=O)Nc3ccccc3C)n2)cn1
    9%, 45%[activator], -17, 1%, -5, 7%, -3, 23%, ., -1%
Cc1ccc(NS(=O)(=O)c2cc(C(=O)O)ccc2Cl)cc1
    4%, -3%, 6, 1%, 8, 5%, 2, -5%, 2, 4%
Cc1cc(NC(=O)CSc2ccc3nnc(-c4ccccc4)n3n2)no1
    -11%, 7%, -9, 5%, 6, 0%, -5, -4%, 2, ?

Screening data: PubChem, National Center for Advancing Translational Sciences (NCATS)
